# Source: PubChem (several laboratories)
# ZTA DNA inh – ZTA (EBV) inhibition in EBNA-1 counter-screen. P03206. ZTA-DNA binding, fluorescence polarization. inhibition, % at 11 µM. 320,000 compounds, 0.15% hits. AID 2234; in the data active = inhibition above about 33%
# RPL19A-GFP yeast – RPL19A-GFP expression modulators in yeast, primary screen, cell-based, S. cerevisiae, multiplex flow cytometry, MLPCN | S. cerevisiae RPL19A-GFP strain, 3 h; stronger effect = lower value | percent response vs DMSO, % at 10 µM | 330,000 compounds, 0.3% hits | AID 2025, 2009;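 active = percent response vs DMSO below 50%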;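 note: median channel GFP fluorescence of the barcoded RPL19A-GFP strain; ratio of sample median GFP to plate DMSO average so 100% = DMSO; lower means less RPL19A-GFP as with rapamycin TOR inhibition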
# procasp7 counter – procaspase-7 activators, primary screen, counter-screen for procaspase-3 activator project, biochemical, absorbance, HTS, human. AID 463210, 2010. recombinant procaspase-7, Ac-DEVD-pNA absorbance 405 nm; D23A/D198A/D206A triple mutant, cannot self-cleave; scale: DMSO 0, 5 µM enzyme 100. activation, % at 8.5 µM. 330,000 compounds, 0.093% hits. Caspase-7 (Homo sapiens), P55210;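 active = percent activation above the screen-wide mean plus 3 SD, cut at about 25% in these data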
#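 Material: Procaspase-7 triple mutant (PC-7 D3A) | Quantity: 2 µM procaspase-7 mutant as dispensed | Reagent: DEVD-pNA substrate | Times: 1 h preincubation, 2 h reaction | Technique: 405 nm absorbance of p-nitroaniline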
# LAP4 TOR yeast – modulators of LAP4-GFP expression in yeast, primary screen, S. cerevisiae, multiplex flow cytometry, MLPCN library; 3 h; median GFP as percent of DMSO wells; GFP response vs DMSO, % at 10 µM; 320,000 compounds, 0.34% hits;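 active = GFP response vs DMSO above a set limit, about the screen mean plus 3 SD, cut at about 150% in these data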
# EBNA-1 inhibitor – EBNA-1 DNA-binding inhibitors, primary screen, biochemical, fluorescence polarization; inhibition, % at 14.8 µM; 300,000 compounds, 0.34% hits; AID 1950, 2009; in the data active = inhibition above about 28%
# MEP2 TOR yeast – modulators of MEP2-GFP levels in yeast, primary screen, S. cerevisiae, multiplex flow cytometry, MLPCN library. S. cerevisiae MEP2-GFP strain, 3 h; 100% = DMSO control level. GFP response vs DMSO, % at 10 µM. 330,000 compounds, 0.51% hits;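 active = GFP response versus DMSO above a set limit, roughly screen mean plus 3 SD, cut at about 180% in these data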;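 note: median GFP fluorescence of the barcode-gated MEP2-GFP cells per well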
# procasp3 activ – activators of human procaspase-3 D3A mutant, primary screen, biochemical, absorbance, PC-3 D3A mutant, single concentration | recombinant procaspase-3 D3A, Ac-DEVD-pNA absorbance 405 nm | activation, % at 8.5 µM | Caspase-3 (Homo sapiens), P42574 | 330,000 compounds, 0.11% hits;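 active = activation above the mean of all tested compounds plus 3 SD, cut at about 21% in these data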;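 note: 0% = DMSO alone and 100% = DMSO wells spiked with extra 5 µM PC-3 D3A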
#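 Test system: Procaspase-3 D3A mutant, all three cleavage aspartates alanine | Dosing: Single dose, 8.5 µM nominal compound, 0.8% DMSO | Schedule: 1 h preincubation, 2 h reaction | Technique: 405 nm absorbance of p-nitroaniline, reads at 0 and 120 min | Repeats: One well per compound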
# AHR act – AHR activators, primary screen, cell-based, luminescence, luciferase reporter, human; activation, % at 5 µM; AHR-responsive luciferase reporter cells; 320,000 compounds, 2.5% hits; AID 2796, 2010; Aryl hydrocarbon receptor (Homo sapiens), P35869; in the data active = activation above about 47%;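 note: 0% = vehicle wells and 100% = reference agonist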
# * marks the source's active call; other numbers are inactive results; . = not tested or not shown.
1: COc1ccc(-c2nc(CS(=O)CC(=O)NCc3ccc(C)cc3)c(C)o2)cc1OC (stereo not given)
2: COc1ccc(-c2cc(C#N)nc(Oc3ccc(Cl)cc3)n2)cc1
3: O=C(NC1CCCCC1)C1CCN(S(=O)(=O)c2cccc3nonc23)CC1
4: COc1ccc(C)cc1NC(=O)NCc1ccccn1
5: CCC1(CC)C(=O)C(C)(C)C(=O)OC1c1ccccn1 (stereo not given)
6: Cc1ccc(Oc2ccc(N)cc2)cc1
7: O=C(N/N=C/c1cccn1-c1ccc(O)cc1)c1cccc2ccccc12
8: CCOc1ccc(CC(=O)NCCc2cnc[nH]2)cc1
compound no. | 1 | 2 | 3 | 4 | 5 | 6 | 7 | 8
ZTA DNA inh | 13 | -1 | 10 | -4 | 14 | -6 | -11 | 8
RPL19A-GFP yeast | 101 | . | 100 | 101 | 99 | 95 | 93 | 90
procasp7 counter | -5 | -5 | 5 | -3 | 2 | 6 | -4 | 2
LAP4 TOR yeast | 107 | . | 105 | 102 | 107 | 107 | 88 | 87
EBNA-1 inhibitor | -2 | 10 | 6 | 110* | 2 | 0 | 2 | 3
MEP2 TOR yeast | 100 | . | 108 | 99 | 100 | 106 | 92 | 113
procasp3 activ | -5 | -8 | 0 | -10 | 13 | -16 | 4 | 6
AHR act | 10 | 4 | 0 | -3 | -2 | 0 | 21 | 1

# Entries 5 through 8, quoted:
5: CCC1(CC)C(=O)C(C)(C)C(=O)OC1c1ccccn1 (stereo not given)
6: Cc1ccc(Oc2ccc(N)cc2)cc1
7: O=C(N/N=C/c1cccn1-c1ccc(O)cc1)c1cccc2ccccc12
8: CCOc1ccc(CC(=O)NCCc2cnc[nH]2)cc1
compound no. | 5 | 6 | 7 | 8
ZTA DNA inh | 14 | -6 | -11 | 8
RPL19A-GFP yeast | 99 | 95 | 93 | 90
procasp7 counter | 2 | 6 | -4 | 2
LAP4 TOR yeast | 107 | 107 | 88 | 87
EBNA-1 inhibitor | 2 | 0 | 2 | 3
MEP2 TOR yeast | 100 | 106 | 92 | 113
procasp3 activ | 13 | -16 | 4 | 6
AHR act | -2 | 0 | 21 | 1

# Additional results:
9: CSC1=NCCN1S(=O)(=O)c1ccc(F)cc1
10: CC(=O)Nc1ccc(NC(=O)C/C(C)=N/NC(=O)COc2cc(C)c(Br)cc2Br)cc1
11: CCN(CC)CCNc1nc(-c2ccccc2)c2c(c1C#N)CC(C)(C)OC2
12: COc1ccc(-c2nc(CSCC(=O)NCCCN3CCCC3=O)c(C)o2)cc1OC
13: CC(C)C(NS(=O)(=O)c1cccs1)C(=O)NCc1ccccc1Cl (stereo not given)
14: O=C(O)COc1ccc(Cl)cc1CO
15: CCCn1nnc(NC(=O)c2ccc(-c3cccc(Cl)c3)o2)n1
16: O=C(CN1C(=O)c2ccccc2S1(=O)=O)N1CCOCC1
compound no. | 9 | 10 | 11 | 12 | 13 | 14 | 15 | 16
ZTA DNA inh | -19 | -3 | 10 | -2 | 8 | -4 | -21 | -12
RPL19A-GFP yeast | 103 | 102 | 100 | 97 | 98 | 99 | 98 | 104
procasp7 counter | -8 | -10 | 4 | 6 | 0 | 1 | 2 | -10
LAP4 TOR yeast | 96 | 97 | 100 | 98 | 107 | 97 | 105 | 102
EBNA-1 inhibitor | -12 | -5 | 9 | 1 | 7 | 3 | 1 | -4
MEP2 TOR yeast | 102 | 105 | 100 | 108 | 108 | 99 | 94 | 104
procasp3 activ | 0 | -4 | 4 | 8 | 10 | -5 | -3 | -1
AHR act | -4 | 17 | 0 | 1 | 0 | 0 | -5 | 6

# The closing four compounds of the part above open the next one.
13: CC(C)C(NS(=O)(=O)c1cccs1)C(=O)NCc1ccccc1Cl (stereo not given)
14: O=C(O)COc1ccc(Cl)cc1CO
15: CCCn1nnc(NC(=O)c2ccc(-c3cccc(Cl)c3)o2)n1
16: O=C(CN1C(=O)c2ccccc2S1(=O)=O)N1CCOCC1
17: CCOc1ccc(NS(=O)(=O)c2ccc(C(=O)N3CCC3)cc2)cc1
18: COc1ccc(N2CCN(C(=O)c3cccc(NC(=O)c4ccco4)c3)CC2)cc1
19: CCOC(=O)c1c(-c2ccccc2)nc2ccccn12
20: CN1CCN(C(=O)C(=O)c2cn(CC(=O)N3CCCC3)c3ccccc23)CC1
21: COc1cc2c(cc1NC(=O)c1cccnc1)oc1ccccc12
22: CC1CCN(S(=O)(=O)c2ccc(NC(=O)CN3CCN(C)CC3)cc2)CC1
23: Cc1ccc(C(=O)N/N=C/c2cccc3ccccc23)cn1
24: CCOc1nc(Nc2ccc(OC)cc2)nc(OCC)n1
compound no. | 13 | 14 | 15 | 16 | 17 | 18 | 19 | 20 | 21 | 22 | 23 | 24
ZTA DNA inh | 8 | -4 | -21 | -12 | 0 | 12 | -18 | -4 | 11 | 8 | -13 | 6
RPL19A-GFP yeast | 98 | 99 | 98 | 104 | 96 | 104 | 106 | 96 | 93 | 105 | 98 | 102
procasp7 counter | 0 | 1 | 2 | -10 | 7 | -5 | 11 | 7 | 2 | -9 | 3 | 3
LAP4 TOR yeast | 107 | 97 | 105 | 102 | 74 | 94 | 87 | 97 | 122 | 98 | 122 | 112
EBNA-1 inhibitor | 7 | 3 | 1 | -4 | -3 | 7 | 4 | 5 | 2 | -7 | -2 | 3
MEP2 TOR yeast | 108 | 99 | 94 | 104 | 95 | 98 | 104 | 107 | 100 | 109 | 92 | 110
procasp3 activ | 10 | -5 | -3 | -1 | -8 | 4 | 4 | -4 | 2 | 1 | -4 | 3
AHR act | 0 | 0 | -5 | 6 | 2 | -4 | 17 | 6 | 25 | -2 | 18 | 13

25: Cc1ccc(C(=O)NNC(=O)c2cc3cc4ccccc4nc3s2)cc1
26: CN1C(C(=O)NCc2ccco2)CC2Cn3c(nc4ccccc43)C21 (stereo not given)
27: O=C(O)c1cccc(S(=O)(=O)N2Cc3ccccc3C2)c1
28: Cc1cc2c(C)nc3ccccc3c2o1
29: Cc1ccnc(NC(=O)CCC(=O)N(CC(=O)NCc2ccc(F)cc2)Cc2ccccc2)c1
30: CCC(=O)Nc1nonc1-c1nc2ccccc2n1Cc1cccc2ccccc12
31: CNC(=O)COc1ccc2oc3c(c2c1)CCCC3
32: O=C(c1cc(COc2ccc(-n3cncn3)cc2)on1)N1CCCC1
compound no. | 25 | 26 | 27 | 28 | 29 | 30 | 31 | 32
ZTA DNA inh | 9 | 1 | 7 | -6 | -6 | -9 | 0 | -7
RPL19A-GFP yeast | 100 | . | 95 | 64 | 99 | 102 | 100 | 99
procasp7 counter | -5 | 6 | 7 | -5 | 9 | 5 | 0 | -9
LAP4 TOR yeast | 111 | . | 96 | 92 | 95 | 102 | 116 | 91
EBNA-1 inhibitor | 67* | 6 | 1 | 7 | 10 | 15 | 5 | -5
MEP2 TOR yeast | 105 | . | 100 | 170 | 102 | 107 | 101 | 101
procasp3 activ | 9 | 3 | -6 | 0 | 4 | -6 | -2 | 5
AHR act | 64* | 0 | 5 | 21 | -1 | 11 | 7 | 1

33: Cc1cc(C)cc(NC(=O)C2C3C=CC4(O3)C2C(=O)N(CCCN2CCCCC2)C4C(=O)NC2CCCCC2)c1 (stereo not given)
34: CN1C(c2ccccc2)=NO[C@]1(C)c1ccccc1
35: CCOC(=O)C1CCCN(C2CC(=O)N(c3cccc(C(F)(F)F)c3)C2=O)C1 (stereo not given)
36: Nn1c(Nc2ccccc2)nc2ccccc21
37: CC(O)[C@H]1CC[C@H]2[C@@H]3CC[C@H]4C[C@@H](O)CC[C@]4(C)[C@H]3C(=O)C[C@]12C (stereo not given in full)
38: COC(=O)c1c(NC(=O)c2ccc(OC(C)C)cc2)sc2c1CC(C)(C)NC2(C)C
39: COc1ccc(/C=N\Nc2ccc([N+](=O)[O-])cc2[N+](=O)[O-])c(C(=O)O)c1OC
40: Cc1ccc(C)c(NC(=O)C2CC3c4ccccc4C2c2ccccc23)c1 (stereo not given)
compound no. | 33 | 34 | 35 | 36 | 37 | 38 | 39 | 40
ZTA DNA inh | 1 | 12 | 2 | 3 | 0 | -2 | -3 | -3
RPL19A-GFP yeast | 89 | 92 | 102 | 95 | 105 | 99 | 100 | 102
procasp7 counter | -1 | 2 | -1 | 8 | 2 | 2 | -13 | 9
LAP4 TOR yeast | 84 | 106 | 103 | 89 | 106 | 115 | 77 | 103
EBNA-1 inhibitor | 6 | -4 | -1 | -5 | 3 | 0 | -3 | 15
MEP2 TOR yeast | 93 | 93 | 103 | 93 | 94 | 110 | 97 | 104
procasp3 activ | 1 | -4 | -4 | 0 | -5 | 9 | -6 | -2
AHR act | -2 | -1 | -1 | 14 | -1 | -1 | 5 | 1

41: CCC(C)N(C(=O)CSc1nnnn1-c1ccccc1OC)C1CCS(=O)(=O)C1 (stereo not given)
42: CSc1ncc2ncn(C3OC(CO)C(O)C3O)c2n1 (stereo not given)
43: COCCNc1oc(/C=C/c2ccccc2)nc1C#N
44: O=S(=O)(Nc1ccccn1)c1ccc(-n2cccn2)cc1
45: O=C(C1CCN(S(=O)(=O)N2CCOCC2)CC1)N1CCc2ccccc21
46: CCn1c2ccccc2c2nnc(SCC(=O)Nc3ncccn3)nc21
47: COc1ccc(CN2CC(=O)N(c3ccccc3C)C2=S)cc1OC
48: CCOCCCN1CN(S(=O)(=O)c2ccc(Cl)cc2)c2nc3ccccc3nc21
compound no. | 41 | 42 | 43 | 44 | 45 | 46 | 47 | 48
ZTA DNA inh | 8 | 7 | -10 | 1 | 11 | -15 | -6 | 7
RPL19A-GFP yeast | 101 | 96 | 98 | 104 | 106 | 105 | 100 | 91
procasp7 counter | 9 | -11 | 4 | 2 | 1 | 12 | 0 | -3
LAP4 TOR yeast | 107 | 90 | 117 | 100 | 104 | 100 | 101 | 90
EBNA-1 inhibitor | . | -4 | 4 | -18 | -17 | -1 | 6 | -8
MEP2 TOR yeast | 103 | 90 | 98 | 102 | 109 | 103 | 99 | 91
procasp3 activ | 3 | 2 | -2 | 3 | -9 | 4 | -4 | -5
AHR act | 0 | -1 | 47 | 3 | 9 | 3 | 3 | -4

49: Cc1ccc(C2(C)NC(=O)N(CC(=O)Nc3nc(-c4ccccn4)cs3)C2=O)cc1 (stereo not given)
50: Cc1nn2c(-c3ccccc3)ccnc2c1-c1ccccc1
51: CCCCn1c(N)c(N(CCOC)C(=O)c2cc3c(s2)CCC3)c(=O)[nH]c1=O
52: O=C(CSc1ccc2nnc(-c3cccnc3)n2n1)Nc1ccc(F)cc1
compound no. | 49 | 50 | 51 | 52
ZTA DNA inh | 4 | 16 | 2 | 9
RPL19A-GFP yeast | 86 | 101 | 96 | 96
procasp7 counter | -37 | 8 | 4 | 3
LAP4 TOR yeast | 100 | 102 | 97 | 108
EBNA-1 inhibitor | -15 | 5 | 4 | 10
MEP2 TOR yeast | 94 | 100 | 98 | 101
procasp3 activ | -23 | 1 | -6 | 1
AHR act | 19 | -3 | 2 | 9

# Shown as a hit in EBNA-1 inhibitor, of those listed so far:
item	SMILES	RPL19A-GFP yeast	LAP4 TOR yeast	EBNA-1 inhibitor	MEP2 TOR yeast	procasp3 activ	AHR act
4	COc1ccc(C)cc1NC(=O)NCc1ccccn1	101	102	110*	99	-10	-3
25	Cc1ccc(C(=O)NNC(=O)c2cc3cc4ccccc4nc3s2)cc1	100	111	67*	105	9	64*
